# Bioassay records from PubChem.
# HTRA1 inhibitor = blocks human HTRA1 serine peptidase; Q92743; recombinant HTRA1, FP-rhodamine activity-based probe, fluorescence polarization; inhibition, % at 5.96 µM; 0.5% of 340,000 active; in the data active = inhibition above about 36%;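 note: 0% = enzyme with DMSO and 100% = wells lacking enzyme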
# MBD2 DNA inh = blocks human MBD2 binding to methylated DNA. 0.31% of 370,000 active. inhibition, % at 4.4 µM. TR-FRET, MBD2 binding to methylated oligonucleotide. Q9UBB5. AID 686964; in the data active = inhibition above about 13%
# Target sequence (Q9UBB5 whole entry, looked up): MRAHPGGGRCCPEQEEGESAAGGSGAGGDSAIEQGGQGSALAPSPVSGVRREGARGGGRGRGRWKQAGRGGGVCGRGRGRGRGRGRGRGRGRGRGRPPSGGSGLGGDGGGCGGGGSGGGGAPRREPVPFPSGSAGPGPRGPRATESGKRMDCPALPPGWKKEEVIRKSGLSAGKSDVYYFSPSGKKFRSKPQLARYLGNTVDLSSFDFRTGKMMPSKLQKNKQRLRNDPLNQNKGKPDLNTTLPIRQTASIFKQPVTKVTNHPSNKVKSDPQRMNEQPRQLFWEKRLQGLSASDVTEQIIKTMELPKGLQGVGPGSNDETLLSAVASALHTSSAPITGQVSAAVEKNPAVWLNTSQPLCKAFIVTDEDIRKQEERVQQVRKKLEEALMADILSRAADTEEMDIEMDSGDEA
# NPR2 activator = GC-B (human) receptor activation | activation, % at 10 µM | HEK293-GC-B cells, CNP EC30, cGMP TR-FRET; 0% at EC30 CNP, 100% saturating CNP | 0.11% of 370,000 active | P20594;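 active = activation at 10 µM reaching about 35% in either raw or pattern-adjusted values, limit read from the data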
# TDP2 inh = blocks human TDP2 phosphodiesterase activity. inhibition, % at 12.8 µM. recombinant TDP2, T5PNP hydrolysis, p-nitrophenol absorbance 415 nm. O95551. 0.34% of 370,000 active;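 active = inhibition above the mean of all tested compounds plus 3 SD, set per campaign, cut at about 25% in these data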;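 note: 0% = DMSO with enzyme and 100% = buffer with substrate but no TDP2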
# Target sequence (O95551 whole entry, looked up): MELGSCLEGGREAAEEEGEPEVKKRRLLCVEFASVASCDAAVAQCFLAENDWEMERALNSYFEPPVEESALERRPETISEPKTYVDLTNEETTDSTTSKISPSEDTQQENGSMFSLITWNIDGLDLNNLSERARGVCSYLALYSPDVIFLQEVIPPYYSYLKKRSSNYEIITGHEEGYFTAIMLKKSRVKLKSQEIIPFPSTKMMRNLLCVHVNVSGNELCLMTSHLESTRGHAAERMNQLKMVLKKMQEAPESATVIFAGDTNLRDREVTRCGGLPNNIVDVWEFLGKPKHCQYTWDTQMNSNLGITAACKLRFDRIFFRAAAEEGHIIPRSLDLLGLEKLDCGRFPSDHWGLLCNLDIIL
#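 Incubation: 2 h at 37 °C; Test system: recombinant human TDP2; Quantity: enzyme 120 nM; Read-out basis: percent inhibition; Medium: 50 mM Tris-HCl pH 7.5 with Mg2+, KCl, DTT, BSA; Repeats: single replicate; Compound: 12.8 µM single point, 1% DMSO; Signal: epi absorbance; Reagent: 5 mM T5PNP chromogenic substrate; Benchmarks: no-enzyme high, DMSO-plus-enzyme low.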
# TCR-CD3 inh = inhibitors of human TCR-CD3 interaction; TAMRA-labeled TCR probe fluorescence, biochemical; inhibition, % at 9.4 µM; 0.37% of 360,000 active; AID 651800; in the data active = inhibition above about 19%;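 note: recombinant mutant TCR 2C K166C tagged with TAMRA read by polarization; 0% = receptor in buffer alone and 100% = receptor with positive control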
# ABHD4 inh = inhibitors of mouse ABHD4 | purified mABHD4, FP-Rh probe fluorescence polarization | AID 720543 | inhibition, % at 8.92 µM | 0.54% of 370,000 active;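 active = inhibition exceeding the mean over every tested compound plus 3 SD, cut at about 30% in these data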;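 note: 0% = plate median of compound wells and 100% = S159A mutant with DMSO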
# Target sequence (Q8VD66 whole entry, looked up): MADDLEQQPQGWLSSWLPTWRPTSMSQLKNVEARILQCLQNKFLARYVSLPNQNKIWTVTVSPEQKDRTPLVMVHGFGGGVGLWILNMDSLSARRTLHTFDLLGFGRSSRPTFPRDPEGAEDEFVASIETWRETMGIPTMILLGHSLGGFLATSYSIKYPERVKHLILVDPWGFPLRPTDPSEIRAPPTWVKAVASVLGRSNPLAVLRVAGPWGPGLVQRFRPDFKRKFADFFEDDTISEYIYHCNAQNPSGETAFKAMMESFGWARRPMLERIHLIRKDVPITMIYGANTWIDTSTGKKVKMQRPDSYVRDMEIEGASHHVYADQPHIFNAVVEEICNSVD
#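 Test system: mABHD4 protein; Read-out basis: % inhibition; Incubation: 45 min + 60 min at 25 °C; Repeats: single replicate; Technique: fluorescence polarization with parallel and perpendicular emission, 525/598 nm; Compound: 8.92 µM, single dose; Benchmarks: full inhibition S159A mutant plus DMSO, zero as sample-well median.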
# LEDGF integ inh = blocks HIV-1 LEDGF/p75-dependent DNA integration; TR-FRET IN-LEDGF/p75 DNA integration, Eu/Cy5; inhibition, % at 3.7 µM; 0.64% of 370,000 active;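 active = inhibition above the screen-wide mean plus 3 SD, cut at about 13% in these data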;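 note: signal is the Cy5 over europium emission ratio at 671 and 618 nm; 0% = plate median of compound wells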
# SIAE primary = blocks human sialic acid acetylesterase; SIAE FP-Rh probe binding, fluorescence polarization; AID 1053197; 0.69% of 370,000 active; inhibition, % at 9.66 µM; Q9HAT2;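 active = inhibition above a cutoff: mean of compounds within the control limits plus 3 SD of those, cut at about 17% in these data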;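 note: 0% = plate median of compound wells and 100% = probe without SIAE protein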
# PRMT1 FP inh = inhibitors of human PRMT1; AID 652257; recombinant PRMT1, activity-based probe fluorescence polarization; Q99873; inhibition, % at 2.79 µM; 1.3% of 370,000 active;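 active = inhibition above about 21% made by adding two undisclosed values, limit read from the data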
# rCAG RNA binder = molecules binding r(CAG) RNA repeats; r(CAG) RNA repeat, TO-PRO-1 dye displacement fluorescence; inhibition, % at 3 µM; 1.3% of 370,000 active;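 active = inhibition above the plate cutoff, the mean of all test compounds on that plate plus 3 SD, cut at about 35% in these data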;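 note: 0% = DMSO alone and 100% = 100 µM mitoxantrone as full dye displacement; higher means more dye released from RNA so lower well fluorescence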
# The depositor's hits bear a star; / = not tested or not shown.
1: COc1cccc(NC(=S)NCc2ccccn2)c1
2: CCOC(=O)/C(=C\c1cccc(O)c1)c1nc2sc(C)c(C)c2c(=O)[nH]1
3: Cn1c(OCc2cccnc2)nc2c1c(=O)n(Cc1ccc(F)cc1)c(=O)n2C
4: Cc1csc(NC(=O)CSc2nc3nc(C)cc(C)n3n2)n1
5: CSc1ncccc1C(=O)OCC(=O)c1ccc2c(c1)NC(=O)CO2
6: COc1ccc(NC(=O)Cn2nnc(C(=O)NCc3ccc(C)cc3)c2N)cc1Cl
7: Cc1ccc(S(=O)(=O)N2CCCC2CNC(=O)C(=O)NCCN2CCOCC2)cc1 (centres undefined)
8: Nc1ccccc1C#CCCCCO
screen / no.	1	2	3	4	5	6	7	8
HTRA1 inhibitor	7	-14	10	-2	7	-23	2	3
MBD2 DNA inh	-6	-4	-2	6	7	0	-1	-3
NPR2 activator	0	-2	-7	0	-2	-2	4	2
TDP2 inh	1	2	8	-7	-13	-28	6	-2
TCR-CD3 inh	-1	-3	-2	-4	-1	11	5	0
ABHD4 inh	5	4	-1	-15	-10	-8	1	-3
LEDGF integ inh	-1	3	5	-7	-6	-11	-1	1
SIAE primary	6	7	1	-7	-5	-16	6	-2
PRMT1 FP inh	-2	13	-3	5	12	-4	-1	3
rCAG RNA binder	2	3	-3	7	-2	10	-3	0

9: CC(C)(C)OC(=O)NCCc1nnc(SCC(=O)Nc2ccc(Br)cc2)o1
10: CCN(CC(=O)NCc1ccc(Cl)cc1)C(=O)c1c(C)noc1C
11: Cc1cc(C)cc(NC(=S)/C(=C(\[O-])c2ccc(Cl)cc2Cl)[n+]2ccc(C(C)(C)C)cc2)c1
12: COc1ccccc1-n1c(-c2ccc(Cl)cc2)c[nH]c1=S
13: O=C(CCC(=O)c1cccs1)NNC(=O)c1ccccc1O
14: CCN(CC)CCCNC(=O)C1c2cc(OC)c(OC)cc2C(=O)N(C)C1c1cccnc1 (centres undefined)
15: O=C(NCc1ccc2c(c1)OCO2)c1cc(-c2ccccn2)nc2ccccc12
16: COc1ccc(Nc2cc(C)nc(N3CCOCC3)n2)cc1
screen / no.	9	10	11	12	13	14	15	16
HTRA1 inhibitor	-6	1	-8	-4	8	-6	-3	0
MBD2 DNA inh	4	0	-4	-3	2	0	4	4
NPR2 activator	-1	-1	-3	-6	14	2	3	5
TDP2 inh	8	2	-3	4	6	12	-13	10
TCR-CD3 inh	-5	-4	-5	3	48*	-1	3	0
ABHD4 inh	-5	8	-3	1	10	-2	-15	4
LEDGF integ inh	0	4	0	-3	-3	0	7	-1
SIAE primary	-8	-2	0	8	9	0	-14	3
PRMT1 FP inh	2	1	2	14	6	0	-4	-2
rCAG RNA binder	0	-1	2	0	22	1	1	-7

# The final two entries of the part above are carried over, then new ones follow.
15: O=C(NCc1ccc2c(c1)OCO2)c1cc(-c2ccccn2)nc2ccccc12
16: COc1ccc(Nc2cc(C)nc(N3CCOCC3)n2)cc1
17: Cc1cc(NC(=O)COc2ccc3c(C)c(C)c(=O)oc3c2)no1
18: CCOc1ccc(CCNC(=O)c2cc3ccsc3n2C)cc1OCC
19: Cc1ccccc1NC(=O)c1cc([N+](=O)[O-])ccc1NCCN1C(=O)CCC1=O
20: COc1cccc(N(C)C(=O)[C@@H](C2CC2)[C@@H](O)c2ccc3ccccc3c2)c1
21: Cc1ccc(S(=O)(=O)N(CCC(=O)NCc2ccc(S(N)(=O)=O)cc2)c2ccccc2)cc1
22: Nc1c(N)c2ccccc2oc1=O
23: CCCn1nnc(NC(=O)/C=C/c2ccco2)n1
24: O=C(N/N=C/c1cn(-c2ccccc2)nc1-c1ccccc1)c1ccco1
screen / no.	15	16	17	18	19	20	21	22	23	24
HTRA1 inhibitor	-3	0	1	/	-6	/	-1	-8	2	-44
MBD2 DNA inh	4	4	2	8	-6	-8	-8	6	-2	-6
NPR2 activator	3	5	-1	-6	2	-1	-2	3	1	4
TDP2 inh	-13	10	-7	-4	5	-1	5	-7	9	-13
TCR-CD3 inh	3	0	-3	/	7	/	-4	-2	12	-2
ABHD4 inh	-15	4	1	-8	0	-1	2	11	-1	-14
LEDGF integ inh	7	-1	2	0	6	1	0	-2	6	0
SIAE primary	-14	3	3	1	-6	3	10	13	3	21*
PRMT1 FP inh	-4	-2	-1	2	-1	-1	2	5	1	0
rCAG RNA binder	1	-7	1	3	-2	-1	1	9	2	1

25: O=C(CCNC(=O)c1ccccc1Cl)Nc1nc(-c2ccccc2Cl)cs1
26: Cc1cccc(NC(=O)CN2C(=O)CCSc3ccc(S(=O)(=O)N4CCOCC4)cc32)c1C
27: Clc1ccc2nc3ccccc3cc2c1
28: Cc1ccc(CN2CCN(Cc3ccccn3)CC2CCO)cc1 (centres undefined)
29: COc1ccc(Cl)cc1N(C(C)C(=O)NC1CCCC1)S(C)(=O)=O (centres undefined)
30: CCCCCCN1C[C@@H](O)[C@H](n2cc(C3CC3)nn2)C[C@@H]1c1ccc(Cl)cc1
31: CC(=O)Nc1ccc(NC(=O)C2C3CCC(C3)C2C(=O)O)cc1 (centres undefined)
32: O=C(NCCc1cnccn1)C1CCC(=O)N(Cc2ccc(Cl)cc2)C1 (centres undefined)
screen / no.	25	26	27	28	29	30	31	32
HTRA1 inhibitor	-30	4	-1	-5	5	-34	-2	8
MBD2 DNA inh	0	3	-8	-3	0	9	-1	0
NPR2 activator	1	-5	-7	2	2	-1	0	-1
TDP2 inh	7	-14	3	3	2	-7	-17	2
TCR-CD3 inh	0	-4	4	7	7	-9	1	4
ABHD4 inh	-16	-5	-4	1	-4	-9	-6	3
LEDGF integ inh	0	-2	13	1	0	0	2	1
SIAE primary	-8	-4	-7	6	0	-7	-2	6
PRMT1 FP inh	0	2	-4	-6	-1	8	-4	-8
rCAG RNA binder	6	0	2	-4	0	2	4	-3

33: CCN(CC(=O)Nc1cc(Cl)ccc1C)C(=O)CSCc1ccccc1
34: COc1ccc(OC)c(NC(=O)C2CCN(S(=O)(=O)c3ccc4c(c3)OCCO4)CC2)c1
35: CCOCCCNC(=O)CCNS(=O)(=O)c1ccc(C)cc1
36: COC(=O)C12C=C3CC(C4CC4)=C3C(=O)N1Cc1[nH]c3ccccc3c1C2 (centres undefined)
37: CC(C)(C)OC(=O)C[C@H]1C/C=C\C[C@H](CC(=O)N(CCO)Cc2ccccc2)C(=O)N[C@H](C(C)(C)C)COC1=O
38: O=C(CSc1nnc(CNc2ccc(F)cc2)n1Cc1ccccc1)NCc1ccccc1
39: CC1(C)CN(Cc2ccccc2)C(=O)[C@H]1CC(=O)Nc1ccc(Br)cc1
40: Nc1cccc(NC(=O)CCC(=O)NCc2ccco2)c1
screen / no.	33	34	35	36	37	38	39	40
HTRA1 inhibitor	-5	-2	2	/	-1	-11	-15	2
MBD2 DNA inh	0	-1	-1	-2	3	5	1	-5
NPR2 activator	-2	-6	-2	-1	6	-9	3	5
TDP2 inh	7	-12	-11	-6	0	14	6	5
TCR-CD3 inh	-1	-7	0	/	-1	1	1	5
ABHD4 inh	2	-2	-2	4	5	1	-1	2
LEDGF integ inh	1	3	9	5	0	0	-6	-4
SIAE primary	-6	2	-2	-1	-6	3	-1	15
PRMT1 FP inh	4	-1	1	11	-1	1	-3	4
rCAG RNA binder	-3	0	1	6	-5	-8	0	1

41: Cc1ccc(S(=O)(=O)N2C[C@H]3[C@H]4C(=O)N(c5ccccc5)C(=O)[C@H]4CC(=O)[C@H]3[C@@H]2c2ccccc2F)cc1
42: CCOC(=O)C1=C(C)N(CCCC(=O)O)C(=O)NC1c1ccc(Cl)cc1Cl (centres undefined)
43: CN1C(=O)Cc2cc(S(=O)(=O)N3CCOCC3)ccc21
44: O=C(c1ccco1)N1CCN(C(=O)C2CC2)CC1
45: CC(C)Oc1cccc(C(=O)NC(=S)Nc2cccc(C(F)(F)F)c2)c1
46: N#CC1(NC(=O)COc2ccc3ccc(=O)oc3c2)CCCCC1
47: COc1ccc(-c2cc(=O)oc3c(C)c(OCc4nn[nH]n4)ccc23)cc1
48: CCOc1ccccc1NC(=O)NNS(=O)(=O)c1cc(C)ccc1C
screen / no.	41	42	43	44	45	46	47	48
HTRA1 inhibitor	/	5	4	0	-28	0	-6	-8
MBD2 DNA inh	7	0	2	8	3	-1	0	-3
NPR2 activator	0	8	2	-2	-7	-6	3	-1
TDP2 inh	-4	-9	1	9	3	-9	10	-11
TCR-CD3 inh	3	-1	0	-1	-7	-1	3	0
ABHD4 inh	10	3	7	4	2	3	-4	-2
LEDGF integ inh	-1	-1	4	0	2	1	-2	-3
SIAE primary	-3	4	7	0	-20	-3	-16	2
PRMT1 FP inh	3	0	4	5	1	-2	1	1
rCAG RNA binder	14	3	3	4	-2	2	39*	-3

# One compound at a time, from the list above. Screens in order: HTRA1 inhibitor, MBD2 DNA inh, NPR2 activator, TDP2 inh, TCR-CD3 inh, ABHD4 inh, LEDGF integ inh, SIAE primary, PRMT1 FP inh, rCAG RNA binder
# CCOC(=O)C1=C(C)N(CCCC(=O)O)C(=O)NC1c1ccc(Cl)cc1Cl (centres undefined) across the screens: 5, 0, 8, -9, -1, 3, -1, 4, 0, 3
# Cc1ccc(S(=O)(=O)N2C[C@H]3[C@H]4C(=O)N(c5ccccc5)C(=O)[C@H]4CC(=O)[C@H]3[C@@H]2c2ccccc2F)cc1 across the screens: /, 7, 0, -4, 3, 10, -1, -3, 3, 14
# O=C(c1ccco1)N1CCN(C(=O)C2CC2)CC1 across the screens: 0, 8, -2, 9, -1, 4, 0, 0, 5, 4
# N#CC1(NC(=O)COc2ccc3ccc(=O)oc3c2)CCCCC1 across the screens: 0, -1, -6, -9, -1, 3, 1, -3, -2, 2
# CC(C)Oc1cccc(C(=O)NC(=S)Nc2cccc(C(F)(F)F)c2)c1 across the screens: -28, 3, -7, 3, -7, 2, 2, -20, 1, -2

# Continued:
49: CC(=O)Oc1ccccc1C1OCCN1C(C)=O (centres undefined)
50: O=C(CCN1C(=O)/C(=C\c2ccccc2)SC1=S)NNC(=O)c1cccnc1
51: O=C(NNS(=O)(=O)c1ccc2ccccc2c1)C1CCN(Cc2ccccc2)CC1
52: Cc1cc(=O)cc(C)n1-c1ccccc1N
53: CCCO/N=C1/C(=O)N(c2ccccc2)c2ccccc21
54: COCCCNC(=O)C[C@H]1C[C@@]2(C(=O)OC)C(=C[C@H](C3CCCC3)O[C@@H]2C)N(CCc2ccc(OC)c(OC)c2)C1=O
55: COc1ccccc1/C=C(\NC(=O)c1ccccc1)C(=O)NCc1ccco1
screen / no.	49	50	51	52	53	54	55
HTRA1 inhibitor	3	6	5	4	-5	/	-3
MBD2 DNA inh	-2	-2	1	-5	-2	-1	-2
NPR2 activator	3	5	-3	-6	-4	4	2
TDP2 inh	-2	1	-7	-7	0	-3	17
TCR-CD3 inh	4	2	3	1	0	/	4
ABHD4 inh	3	-10	-3	2	-7	1	-1
LEDGF integ inh	0	-1	1	2	2	-5	3
SIAE primary	-3	-2	3	-2	-2	-1	4
PRMT1 FP inh	3	-4	1	2	3	1	-3
rCAG RNA binder	1	1	-1	-3	-5	1	-2

# Look-ups from the entries so far.
# entry 51 in NPR2 activator reads -3
# entry 50 in TCR-CD3 inh reads 2

# The list is partial, so the mix of outcomes need not match the whole.
